NPSR antag: qHTS Assay for Antagonists of the Neuropeptide S Receptor: cAMP Signal Transduction. CHO-NPSR cells, cAMP TR-FRET, antagonist mode. AID 1461, 2008. 220,000 compounds, 1% hits. Q6W5P4. Potency, µM (top dose mostly 38.3 µM), inactives show at the top dose activity change, negative = inhibition, actives largely listed as inhibitors; note: potency is the fitted concentration of half-maximal effect; % is set by controls: 0 for no effect and ±100 for the full control effect; nearly all actives have a fitted effect of over 50% in size; many of its hits are not listed in these tables
Target sequence (Q6W5P4 whole entry, looked up): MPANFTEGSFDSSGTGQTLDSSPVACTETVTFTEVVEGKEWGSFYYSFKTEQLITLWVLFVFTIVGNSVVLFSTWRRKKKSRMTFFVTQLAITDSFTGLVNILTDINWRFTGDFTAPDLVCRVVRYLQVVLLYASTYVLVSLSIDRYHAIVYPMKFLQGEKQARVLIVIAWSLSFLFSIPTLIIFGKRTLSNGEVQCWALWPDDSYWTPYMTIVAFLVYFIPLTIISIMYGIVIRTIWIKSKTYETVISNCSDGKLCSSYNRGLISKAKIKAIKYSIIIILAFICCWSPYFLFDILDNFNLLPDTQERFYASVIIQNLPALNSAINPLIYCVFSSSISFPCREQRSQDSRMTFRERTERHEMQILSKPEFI
CBFb-RUNX1 inh: qHTS Assay for Compounds Blocking the Interaction Between CBF-beta and RUNX1 for the Treatment of Acute Myeloid Leukemia. AlphaScreen CBFb-His/RUNX1-biotin binding, biochemical. 230,000 tested, under 10 active. Potency, µM (top dose mostly 59.8 µM), without a hit: at the highest dose activity, negative = inhibition, most hits filed as inhibitors. AID 1477, 2009. Runt-related transcription factor 1 (Homo sapiens) + Core-binding factor subunit beta …; note: % of control where 0% means no effect
Target sequence (Q01196 whole entry, looked up): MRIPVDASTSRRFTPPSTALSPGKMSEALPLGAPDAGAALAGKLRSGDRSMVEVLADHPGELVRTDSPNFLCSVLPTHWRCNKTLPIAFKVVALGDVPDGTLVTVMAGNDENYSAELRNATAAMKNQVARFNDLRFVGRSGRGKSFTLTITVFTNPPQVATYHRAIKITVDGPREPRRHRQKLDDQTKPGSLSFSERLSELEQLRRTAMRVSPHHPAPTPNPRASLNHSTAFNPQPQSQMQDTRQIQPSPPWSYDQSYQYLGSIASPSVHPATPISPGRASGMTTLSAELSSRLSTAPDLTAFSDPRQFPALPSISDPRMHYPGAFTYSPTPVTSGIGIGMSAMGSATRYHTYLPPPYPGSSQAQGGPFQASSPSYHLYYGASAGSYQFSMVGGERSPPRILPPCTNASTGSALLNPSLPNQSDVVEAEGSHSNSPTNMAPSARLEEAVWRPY
Target sequence (Q13951 whole entry, looked up): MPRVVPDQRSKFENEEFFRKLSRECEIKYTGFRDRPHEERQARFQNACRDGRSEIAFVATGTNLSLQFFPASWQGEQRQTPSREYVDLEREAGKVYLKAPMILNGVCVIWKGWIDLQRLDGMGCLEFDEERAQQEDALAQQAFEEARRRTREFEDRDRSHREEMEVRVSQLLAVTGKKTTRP
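His-tagged CBF-beta and biotinylated RUNX1 (30 nM each) were premixed 20 min at room temperature, exposed to compound for 15 min, then given nickel-chelate and streptavidin AlphaScreen beads (50 ng each). After 90 min, AlphaScreen signal was read.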
IMPase Li cell: qHTS Assay for Identifying the Cell-Membrane Permeable IMPase Inhibitors: Potentiation with Lithium; CHO-M1 cells, IP1 TR-FRET (IP-One), carbachol + lithium; Potency, µM (top dose mostly 59.4 µM), for inactives: at the top dose activity, negative = IMPase inhibition, hits mostly inhibitors; 210,000 compounds, 0.35% hits;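 note: IP1 builds up when IMPase is blocked and the TR-FRET signal falls; potency is the fitted concentration of half-maximal effect; plate controls were basal vehicle for no effect and high inhibitor control for full effect; nearly all actives have a fitted effect of over 50% in size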
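Concentration–response in CHO-M1 cells, lithium-potentiated; 30 min at 37C. IP1 detected by competitive TR-FRET after 10 min lysis at RT. Hill-fitted AC50.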
KinaseGlo FLuc: Counterscreen for Luciferase (Kinase-Glo TM) Inhibition; Potency, µM (titrated, usually from 38.3 µM), without a hit: at the highest dose activity change, negative = inhibition, usual class: inhibitors; Kinase-Glo luciferase, ATP luminescence, 8 min; Luciferin 4-monooxygenase (Photuris pensylvanica), Q27757; 200,000 compounds, 0.28% hits; note: potency is the fitted concentration of half-maximal effect; % is set by controls: 0 for no effect and ±100 for the full control effect; nearly all actives have a fitted effect of over 60% in size
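Recombinant Kinase-Glo luciferase, 10 uM ATP (linear range), luciferin; imidazole pH 7.2 / KCl / MgCl2 / Tween / BSA buffer; 8 min RT; luminescence.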
Epigenetic reg: Quantitative High-Throughput Screen for Regulators of Epigenetic Control; murine LDR cells, GFP reporter derepression, 30 h; Potency, µM (series often up to 53.9 µM), inactives show at the top dose GFP activation, usual class: activators; 280,000 compounds, 0.2% hits; note: potency is the fitted concentration of half-maximal effect; % of control where 0% means no effect; nearly all actives have a fitted effect of over 60% in size
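Murine LDR cells bearing a silenced CMV-driven GFP reporter were exposed to compound for 30 h at 37 C. After PBS washes, GFP-positive cells (20-120 um objects) counted by laser-scanning microplate cytometry.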
L3MBTL1 block: qHTS Assay for the Inhibitors of L3MBTL1; Lethal(3)malignant brain tumor-like protein 1 (Homo sapiens), Q9Y468; AlphaScreen L3MBTL1–H3K9me1 peptide binding; Potency, µM (titrated, usually from 57.1 µM), without a hit: at the highest dose activity, negative = inhibition, most hits filed as inhibitors; 230,000 compounds, 0.66% hits; AID 485360, 2010; note: potency is the fitted concentration of half-maximal effect; % is set by controls: 0 for no effect and ±100 for the full control effect; nearly all actives have a fitted effect of over 60% in size
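Read-out is AlphaScreen signal from streptavidin donor and nickel chelate acceptor beads (10 ug/mL final each) bridging L3MBTL1 (50 nM) and biotinylated K9-monomethylated H3(1-15) peptide (75 nM), after 30 min compound exposure at room temperature.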
HttQ103 aggreg: qHTS Multiplex Assay to Identify Dual Action Probes in a Cell Model of Huntington: Aggregate Formation (GFP); PC12 HttQ103-GFP aggregates, Acumen cytometry, 40 h; Potency, µM (top dose mostly 46.1 µM), inactives show at the highest dose activity change, negative = inhibition, usual class: inhibitors; 220,000 compounds, 1.1% hits; AID 1688, 2009; note: potency is the fitted concentration of half-maximal effect; % is set by controls: 0 for no effect and ±100 for the full control effect; nearly all actives have a fitted effect of over 60% in size
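PC12/HTTQ103-GFP, ecdysone-inducible; teb 100 nM; cpd qHTS titration; GFP aggregates read on laser cytometer, Ex 488/Em 500-530 nm.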
* = called active by the depositor; u = inconclusive; x = no result given; [ ] = remark or other dose. Calls come from the whole dose curve; as a rule, active = well fitted curve in the direction sought with a large enough effect; inconclusive = small, poorly fitted or top-dose-only effect, or another doubt; inactive = no such curve, though single readings can be large; an effect the other way counts as inactive or inconclusive.

Molecule | NPSR antag | CBFb-RUNX1 inh | IMPase Li cell | KinaseGlo FLuc | Epigenetic reg | L3MBTL1 block | HttQ103 aggreg
C=CCn1cc(/C=N/Nc2nc3ccccc3[nH]2)c2ccccc21 | 10µM* | u | 14% | 2% | u | -21% | 9%
CC(C)(C)OC(=O)N1CCC(CNC(=O)c2ccccc2)CC1 | 3% | 7% | x | x | 1.7% | x | -29%[9.22 µM]
CCN1CCN(CC(=O)Nc2cc(C)on2)CC1 | 12% | -1% | 10% | 0% | 2.9% | 3% | -2%
Cc1cccc(C(=O)N2CCC(c3nc4ccccc4s3)CC2)c1 | 16% | 4% | 14% | -2% | -1.0% | 7% | 30%[9.22 µM]
CC1CCCN(c2ccc(C(=O)NCc3cccs3)cn2)C1 (stereo unspecified) | -20%[46.1 µM] | 16% | -3% | -3% | -2.6% | -2% | 25%
CSc1ccc(S(=O)(=O)NCc2ccc(C)cc2)cc1 | -14%[46.1 µM] | 13% | 18%[38.3 µM] | -1% | -1.4% | x | -16%
Cc1ccccc1OCC(=O)N/N=C/c1ccc(N(C)C)cc1 | -11% | -23% | 2% | 0% | -0.4% | -7% | 2%
COc1ccc(CCNC(=O)Cc2cc(OC)c(OC)cc2Br)cc1OC | 4% | 11% | -7% | 4% | -1.4% | 3% | 11%
CCn1nc(C)c(CN2CCN(Cc3cccc(OC)c3)C(CCO)C2)c1C (stereo unspecified) | -14% | 3% | 7% | 6% | -5.0% | -3% | 8%[9.22 µM]
CCC1CCCCN1Cc1nc2c(c(=O)n(C)c(=O)n2C)n1CCCc1ccccc1 (stereo unspecified) | u | 8% | 14%[38.3 µM] | -2% | 2.2% | -4% | 7%
CN(C(=O)c1ccno1)c1nnc(-c2cnccn2)s1 | 9%[46.1 µM] | 9% | 8%[38.3 µM] | -1% | 0.0% | 8% | -1%
C=CCOC(=O)C1C(=O)CC(C)(O)C(C(=O)OCC=C)C1c1ccc(OCC)cc1 (stereo unspecified) | -16%[46.1 µM] | 24% | 18%[38.3 µM] | -4% | 0.0% | 32%[activator] | -10%
COc1ccc(N2C(=O)CC(N3CCN(Cc4ccc5c(c4)OCO5)CC3)C2=O)cc1 (stereo unspecified) | 8% | 3% | 23% | 0% | 3.8% | -16% | 11%
CCOc1ccc(OCC)c(NC(=O)c2ccc(CNc3c(N4CCCC4)c(=O)c3=O)cc2)c1 | -1% | 21% | x | x | 0.0% | x | -6%[9.22 µM]
C(#Cc1ccccc1)C[N+]1(CC#Cc2cccc3ccccc23)CCOCC1 | 35% | -4% | 29% | -3% | 1.9% | -11% | 11%[9.22 µM]
O=C(c1ccc(Cl)cc1)c1nnc(-c2ccncc2)o1 | -15%[46.1 µM] | 7% | 10µM* | 5% | -2.4% | -3% | 0%
O=C(Cc1ccccc1)NNC(=O)c1ccc(NC(=O)c2ccccc2)cc1 | 14% | 19% | -2% | 0% | 4.8% | 4% | u
O=C(COC(=O)c1cccnc1SCC(=O)NCc1ccccc1)NCc1ccccc1 | 22%[46.1 µM] | -1% | u | -5% | 0.0% | x | -11%
Cc1ccccc1C(=O)Nc1ccccc1-n1cccc1 | -8%[46.1 µM] | -10% | 18%[38.3 µM] | -2% | 1.9% | x | 7%
O=C(NC(=S)Nc1ccccc1N1CCOCC1)c1ccc(-c2cc(Cl)ccc2Cl)o1 | -6% | 0% | 6% | 1% | -1.0% | 5% | -28%
CCS(=O)(=O)c1ccc(O)c(NC(=O)NC2CCCCC2)c1 | -4% | 5% | x | x | -2.8% | x | -28%[9.22 µM]
CN1CCC(=NNC(=O)c2ccc(N(Cc3ccccc3Cl)S(C)(=O)=O)cc2)CC1 | 22% | 9% | -3% | -3% | -3.2% | 6% | -7%
O=C1CC(N2CCSCC2)C(=O)N1c1cccc(Cl)c1 (stereo unspecified) | 5% | 5% | 1% | 0% | 0.0% | x | -17%
CC1=Nn2c(nnc2-c2ccco2)SC1 | u | 0% | 4%[38.3 µM] | -1% | -0.9% | -12% | 22%
c1ccc(CCSc2ncnc3nc[nH]c23)cc1 | -17% | 2% | -1% | -2% | 5.7% | 2% | u
O=C(Nc1cccc(-c2cn3cccnc3n2)c1)c1cccs1 | 1% | 1% | -9% | 2% | -1.1% | 6% | -2%
C#Cc1ccc([C@@H]2C=C(C(=O)NC3CC3)O[C@H](OCC)[C@H]2CCCO)cc1 | 13% | 7% | x | x | -0.7% | x | -26%[9.22 µM]
O=C1N/C(=C\c2ccccc2)c2ccccc21 | -4%[46.1 µM] | 3% | 7%[38.3 µM] | -1% | 0.9% | -10% | 19%
COc1cc(=O)n(C)c2ccccc12 | -15%[46.1 µM] | 12% | -19%[38.3 µM] | 8% | -1.8% | x | 16%
C/C(=N\Nc1nc(C)cc(-c2ccccc2)n1)c1ccc(C)o1 | -8%[46.1 µM] | -4% | -11%[38.3 µM] | -3% | -0.9% | -3% | u
O=S1(=O)CCC(n2ncc3c2/C(=C/c2ccccc2)CC3)C1 (stereo unspecified) | -8% | -5% | -22% | 4% | -1.4% | -13% | 4%
O=C(CCCCn1c(=O)[nH]c2ccsc2c1=O)NCc1cccnc1 | 6% | -8% | 3% | 1% | 0.0% | -12% | -12%
COC(=O)Nc1ccc(S(=O)(=O)N2CCCCC2C(=O)O)cc1 (stereo unspecified) | 14% | 6% | 0% | 4% | -0.1% | -1%[11.4 µM] | 4%
Cc1ccc(C(=O)NC(=S)Nc2cccc3c(C)cc(C)nc23)cc1 | -14%[46.1 µM] | -4% | 5%[38.3 µM] | -3% | 0.0% | -2% | -2%
CCN(CC)CCCN(Cc1cc2cc3c(cc2[nH]c1=O)OCO3)C(=S)Nc1ccc(OC)cc1 | -14% | 7% | 24% | 0% | 0.1% | 1% | 7%[9.22 µM]
Cc1[nH]n(-c2cccc(Cl)c2)c(=O)c1/C=N/n1c(C)nc2ccccc2c1=O | -11%[46.1 µM] | -9% | 21%[38.3 µM] | -5% | -0.9% | x | -27%
NC(=O)c1cc([N+](=O)[O-])cc2c1C=Cc1ccccc1O2 | 6% | 2% | -9% | 2% | 1.2% | -12% | 21%
CNS(=O)(=O)c1cccc(C(=O)OCC(=O)N2CCc3ccccc3C2)c1 | -2%[46.1 µM] | 1% | 28%[38.3 µM] | -1% | 1.8% | x | 5%[9.22 µM]
Cc1cc(C)n(CCc2nc(-c3ccco3)cs2)n1 | -8%[46.1 µM] | u | -7%[38.3 µM] | -3% | u | x | 7%
CC(=O)Nc1ccc(S(=O)(=O)Nc2ccc(-c3ccc4nnc(C)n4n3)cc2)cc1 | 11% | -19% | -7% | 2% | -2.7% | u | u
COc1ccc(C(=O)NCC(=O)NCC2COc3ccccc3O2)cc1 (stereo unspecified) | 4%[46.1 µM] | 8% | 13%[38.3 µM] | -2% | -5.3% | x | 6%
CCOc1ccc(-c2nn[nH]n2)cc1OCC | -13%[46.1 µM] | 12% | 16% | -2% | 12% | 3% | -15%
CCCc1cc(=O)n2c(nc3ccccc32)[nH]1 | -6%[46.1 µM] | 5% | 10%[38.3 µM] | -4% | 0.0% | 0% | 8%
COc1ccc(CCNC(=O)CSCc2ccc(Cl)cc2)cc1OC | 7% | 1% | 2% | 5% | 0.0% | 1% | 25%
COc1ccc(C(=O)CSc2cc(C)nc3nc(C)nn23)cc1OC | -19%[46.1 µM] | 9% | -24%[38.3 µM] | 1% | -2.1% | 14% | x
COc1ccc(/C(N)=N/OC(=O)c2ccc3c(c2)OCO3)cc1OC | -2%[46.1 µM] | 1% | 14%[38.3 µM] | -14% | 2.3% | 4% | 24%
COc1cccc(-c2noc(-c3ccc(Cl)nc3)n2)c1 | -10% | 3% | 5% | -13% | -0.1% | x | -21%
NC(=O)[C@@H]1CCNc2c(I)cc([N+](=O)[O-])cc2C(=O)N[C@@H](CCC(=O)O)C(=O)N[C@@H](CO)C(=O)N1 | 25% | 0%[2.36 µM] | -6% | -5% | 1.0% | -11% | -11%
COc1ccc(-c2nnc3ccc(SCC(=O)NCc4ccco4)nn23)cc1 | -8%[46.1 µM] | -7% | 9%[38.3 µM] | 10% | -0.9% | -2% | 1%
O=c1[nH]c2ccc(N/C(=N/S(=O)(=O)c3ccccc3)c3ccccc3)cc2[nH]1 | 18% | 3% | -1% | 2% | 0.0% | -11% | 12%
O=C1CN(C(=O)c2ccc(F)c(S(=O)(=O)N3CCOCC3)c2)c2ccccc2N1 | 1% | 8% | -4% | -1% | -3.5% | 22% | 12%
CCOC(=O)N1CCN(C2CC(=O)N(c3ccc(F)cc3)C2=O)CC1 (stereo unspecified) | 5%[46.1 µM] | -3% | 4%[38.3 µM] | -1% | -0.1% | 5% | 0%
CCOc1ccc(-c2nc(C#N)c(N3CCN(C)CC3)o2)cc1 | -15%[46.1 µM] | -7% | 22%[38.3 µM] | 0% | 1.1% | x | -1%
Cc1[nH]n(-c2ccccc2)c(=O)c1C(C[N+](=O)[O-])c1ccc(F)cc1 (stereo unspecified) | 6% | 12% | -2% | 9% | 3.9% | -1% | -18%

A run of entries taken from the entries so far:
Molecule | NPSR antag | CBFb-RUNX1 inh | IMPase Li cell | KinaseGlo FLuc | Epigenetic reg | L3MBTL1 block | HttQ103 aggreg
O=C1CN(C(=O)c2ccc(F)c(S(=O)(=O)N3CCOCC3)c2)c2ccccc2N1 | 1% | 8% | -4% | -1% | -3.5% | 22% | 12%
CCOC(=O)N1CCN(C2CC(=O)N(c3ccc(F)cc3)C2=O)CC1 (stereo unspecified) | 5%[46.1 µM] | -3% | 4%[38.3 µM] | -1% | -0.1% | 5% | 0%
CCOc1ccc(-c2nc(C#N)c(N3CCN(C)CC3)o2)cc1 | -15%[46.1 µM] | -7% | 22%[38.3 µM] | 0% | 1.1% | x | -1%
Cc1[nH]n(-c2ccccc2)c(=O)c1C(C[N+](=O)[O-])c1ccc(F)cc1 (stereo unspecified) | 6% | 12% | -2% | 9% | 3.9% | -1% | -18%

Screening results deposited in PubChem BioAssay by National Center for Advancing Translational Sciences (NCATS).

Not all compounds are listed, so the mix of outcomes need not match the whole.
